Bioassay records: PubChem, National Center for Advancing Translational Sciences (NCATS)
FEN1 inh = inhibitors of human flap endonuclease 1; 0.35% of 390,000 active; P39748; Potency, µM (top dose mostly 114 µM), for inactives: at the highest dose activity change, negative = inhibition, hits mostly inhibitors; Recombinant FEN1 flap cleavage, fluorescence, 15 min; further: nearly all actives have a fitted effect of over 65% in size
Target sequence (P39748 whole entry, looked up): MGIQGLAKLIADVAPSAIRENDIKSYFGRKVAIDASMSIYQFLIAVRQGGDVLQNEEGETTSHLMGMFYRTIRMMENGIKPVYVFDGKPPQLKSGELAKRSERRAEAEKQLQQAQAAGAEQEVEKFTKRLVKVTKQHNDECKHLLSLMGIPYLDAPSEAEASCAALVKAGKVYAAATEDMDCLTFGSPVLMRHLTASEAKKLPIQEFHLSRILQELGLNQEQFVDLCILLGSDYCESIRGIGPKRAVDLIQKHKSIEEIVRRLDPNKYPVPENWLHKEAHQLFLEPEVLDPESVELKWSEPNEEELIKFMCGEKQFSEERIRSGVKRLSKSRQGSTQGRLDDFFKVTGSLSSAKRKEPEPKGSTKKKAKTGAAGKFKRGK
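FEN1 at 10 nM preincubated with compounds 15 min at room temperature, then flap DNA substrate added at 50 nM final. Signal read at 0 and 15 min; concentration-response fitted with four-parameter Hill equation.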
TDP1 block = inhibitors of human tyrosyl-DNA phosphodiesterase TDP1; Q9NUW8; recombinant TDP1, AlphaScreen DNA substrate cleavage; Potency, µM (titrated, usually from 130 µM), for the others: top-dose activity change, negative = inhibition, actives largely listed as inhibitors; 0.28% of 350,000 active; AID 485290; further: nearly all actives have a fitted effect of over 40% in size
Target sequence (Q9NUW8 whole entry, looked up): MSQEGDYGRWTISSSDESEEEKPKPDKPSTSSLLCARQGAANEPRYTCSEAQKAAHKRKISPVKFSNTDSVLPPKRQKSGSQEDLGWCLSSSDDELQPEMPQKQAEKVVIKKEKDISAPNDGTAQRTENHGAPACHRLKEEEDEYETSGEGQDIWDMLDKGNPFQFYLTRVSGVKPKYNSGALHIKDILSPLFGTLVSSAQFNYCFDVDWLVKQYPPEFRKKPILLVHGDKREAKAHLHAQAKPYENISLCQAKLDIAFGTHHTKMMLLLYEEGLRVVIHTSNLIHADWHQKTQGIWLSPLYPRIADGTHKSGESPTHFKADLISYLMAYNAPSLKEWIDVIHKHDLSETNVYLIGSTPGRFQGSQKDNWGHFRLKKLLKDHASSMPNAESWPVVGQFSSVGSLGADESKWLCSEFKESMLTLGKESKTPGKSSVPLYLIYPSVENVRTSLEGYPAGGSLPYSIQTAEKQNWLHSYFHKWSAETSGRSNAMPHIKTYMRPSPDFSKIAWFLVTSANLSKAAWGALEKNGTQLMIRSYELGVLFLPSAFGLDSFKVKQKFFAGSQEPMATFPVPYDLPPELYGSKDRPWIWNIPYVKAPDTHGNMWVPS
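Compounds were preincubated with Tdp1 (1 nM final) for 15 min at room temperature before substrate (15 nM final) started a 5 min reaction; beads (10 ug/ml final) were then added for 10 min before AlphaScreen detection.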
N370S GC mod = inhibits or activates N370S mutant glucocerebrosidase | P04062 | N370S GC spleen homogenate, 4MU-glucoside fluorescence | Potency, µM (titrated, usually from 59.4 µM), inactives show top-dose activity change, negative = inhibition, actives largely listed as inhibitors | 0.092% of 330,000 active | AID 2101;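 further: 0% = full enzyme activity and -100% = no enzyme basal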
The depositor's hits bear a star; ? = inconclusive; . = not tested or not shown; & = joins results of further samples; [ ] = remark or other dose. The call rests on the fitted dose curve; in most records, active means well fitted curve in the direction sought with a large enough effect; inconclusive means small, poorly fitted or top-dose-only effect, or another doubt; inactive means no such curve, though single readings can be large; an effect the other way counts as inactive or inconclusive. Unless noted, on the % scale 0 is the no-effect control and ±100 the full control effect; potency means the concentration at half of the fitted maximal effect.

SMILES	FEN1 inh	TDP1 block	N370S GC mod
COc1ccc(CCNC(=O)/C(C#N)=C2\N=C(NC(=O)c3cccs3)c3ccccc32)cc1	-11%	4%	-3%
COc1ccc(-c2cn(-c3ccc(C)cc3C)c(=S)[nH]2)cc1OC	-20%	.	?
CCN(CC)CCNC(=O)C1CCN(c2nn3cc(-c4ccc(F)cc4)nc3s2)CC1	-14%	1%	.
CC(=O)N1CCC2(CC1)C/C(=N\NC(=S)Nc1ccc(C)cc1)c1cc(O)ccc1O2	1%	10%	?
Cc1ccc(C(CC(=O)O)NC(=O)CN2C(=O)c3ccccc3C2=O)cc1 (stereo not drawn)	4%	-10%[0.0935 µM]	6%
Cc1noc(C)c1CSc1ccccc1C(=O)OC(C)C(N)=O (stereo not drawn)	-1%	0%	-15%
COc1ccccc1Nc1c([N+](=O)[O-])cc(C)cc1[N+](=O)[O-]	5%	7%	-2%
COc1ccc(C(=O)/C=C/c2cc(C(=O)O)cc3c2OCOC3)c(O)c1	-4%	-7%	-7%
COC(=O)CN(c1ccc(C)cc1)S(=O)(=O)c1ccc(F)cc1	-12%	9%	-6%
COc1ccc(-c2cc(=O)oc3cc(OCC(=O)N4CCOCC4)ccc23)cc1	-6%	.	-1%
C/C(CC(=O)Nc1ccc(C)c(Cl)c1)=N\NC(=O)c1ccncc1	-1%	6%	-12%
CCc1ccc(NC(=O)NCc2ccc3c(c2)OCO3)cc1	20%	2%[56.1 µM]	-3%
Cc1cccc(C(=O)OCC(=O)N2CCCCCC2)c1	1%	0%	.
CCOc1ccc2[nH]cc(-c3csc(N)n3)c2c1	5%	.	0%
O=C(O)c1ccc(-n2c(O)c(C=C3N=c4ccccc4=N3)sc2=S)cc1	0%	9%	-3%
COc1cc2cc(C(c3nnnn3C3CCCC3)N3CCCCCC3)c(=O)[nH]c2cc1OC (stereo not drawn)	2%	3%	3%
Cc1cccc(CS(=O)(=O)Cc2ccc(C(=O)NCc3ccccc3)o2)c1	-17%&-13%	2%&2%	4%
CS(=O)(=O)c1nc(S(=O)(=O)c2ccc(Cl)cc2)c(N2CCC(C(N)=O)CC2)s1	-16%	3%	-29%
CCOC(=O)c1ccccc1NC(=S)N1CCCCC1	2%	0%	16%
CCOC(=O)c1c(S(=O)(=O)N2CCC(C(=O)Nc3ccc(F)cc3F)CC2)c(C)n(C)c1C	-3%	6%	.
Cc1cc(-c2nc(C)c(C(=O)NNS(=O)(=O)c3ccc(Cl)cc3Cl)s2)no1	-3%	6%	-9%
N#Cc1ccc(CS(=O)(=O)c2nnnn2-c2ccccc2)cc1	.	2%	-7%
CC(C)(C)OC(=O)NCCCCCNC(=O)c1ncn(Cc2ccccc2)c1C(=O)NCCCCCNC(=O)OC(C)(C)C	-4%	1%	.
CCOc1ccc(NC(=O)c2cccc(NC(=O)c3ccccc3)c2)cc1	-4%	.	-3%
COc1ccc(CCN(C)C(=O)CCNS(=O)(=O)c2ccccc2C(F)(F)F)cc1OC	26%	1%	.
CC(C)(Oc1ccc(Cl)cc1)C(=O)OCC(=O)NCCc1ccccc1	-14%	-5%	-26%
Cc1ccc(Cl)cc1NC(=O)CN1CCN(S(=O)(=O)N2CCOCC2)CC1	1%	.	0%
COC(=O)c1c(NC(=O)c2cccnc2Cl)sc(C(=O)N(C)C)c1C	-3%	1%	-25%
C[C@@H]1C(=O)O[C@@H]2CC34[C@H]5C[C@@H](C(C)(C)C)C36[C@H](OC(=O)[C@@H]6O)OC4(C(=O)O5)[C@@]12O (stereo partly drawn)	17%	0%	-7%
CCC(=O)Nc1nnc(-c2ccc(Cl)s2)o1	3%	3%	3%
COc1ccc(C(=O)N2CCc3cc(OC)c(OC)cc3C2c2ccc(OC)c(OC)c2)cc1OC (stereo not drawn)	7%	.	-13%
O=C(OCc1nnc(-c2cccs2)o1)C1=NN(c2ccccc2)C(=O)CC1	-6%	1%	.
Cc1cccc(C)c1OCC(=O)Nc1ccc(NC(=O)c2ccco2)cc1	0%	1%	-8%
COc1ccccc1N=Cc1c(O)c2ccccc2oc1=O	-4%	1%	11%
CC(C)CCc1noc(CN2CCN(CC(=O)NC(C)C)CC2)n1	6%	.	4%
COc1ccc(N2CC(C(=O)OCC(=O)Nc3cccc(C)c3)CC2=O)cc1 (stereo not drawn)	-1%	.	-3%
CN(CCC(=O)Nc1ccc(Br)cc1)Cc1ccccc1	-3%	2%	-1%
Cc1cccc(NC(=O)C(c2cccc([N+](=O)[O-])c2)N2CCCCC2)c1 (stereo not drawn)	-7%	8%	-2%
O=C(OCCC1Oc2cccnc2NC1=O)c1ccc([N+](=O)[O-])cc1 (stereo not drawn)	.	-10%	2%
CC(C)CCn1c(Sc2nc3ccccc3s2)nc2c1c(=O)[nH]c(=O)n2C	3%	1%	0%

(list continues)
The line under a structure holds: FEN1 inh | TDP1 block | N370S GC mod
CCc1cccc(OCC2Cn3c(nc4c3c(=O)n(C)c(=O)n4C)O2)c1 (stereo not drawn)
    3% | 5% | -20%
Cc1cc(C)cc(NC(=O)c2cccnc2)c1
    1% | ? | -1%
CC(=O)NC(Cc1ccccc1)C(=O)OCC(=O)c1ccc(F)cc1 (stereo not drawn)
    3% | 0% | 11%
COc1cccc(NC(=O)CN2C(=O)C3(SCC(=O)N3c3cc(C)cc(C)c3)c3ccccc32)c1 (stereo not drawn)
    -13% | -2% | .
CN(C)CCN=Cc1c(O)n(-c2ccc(S(=O)(=O)N3CCOCC3)cc2)c(=O)c2ccccc12
    3% | 2% | -8%
O=C1C(Nc2ccccc2)=C(NS(=O)(=O)c2ccccc2)C(=O)c2ccccc21
    -6% | 0% | -1%
O=C(O)c1cc(=O)[nH]c2ccc(S(=O)(=O)Nc3ccc(F)cc3)cc12
    -6% | . | 2%
CSCCC(NC(=O)c1ccccc1)C(=O)NCc1ccc(S(N)(=O)=O)cc1 (stereo not drawn)
    -10% | . | -5%
Cc1cc(C)n(-c2ccc(C(=O)OCC(=O)Nc3ccc(S(=O)(=O)N4CCOCC4)cc3)cc2)n1
    11% | 3% | 26%[2.35 µM]
COc1cccc(CNc2nccn(-c3ccc(OC)c(OC)c3)c2=O)c1
    9% | 3% | .
CCOc1ccccc1Nc1ccc(C(=O)O)cc1N
    14% | . | 28%
Cc1nn(C)cc1CNC(=O)Nc1cccc(Cl)c1
    2% | 6% | 2%
Cc1nn(C)cc1NC(=O)CC12CC3CC(CC(C3)C1)C2
    8% | -5% | 1%
COc1cc(CNC(=O)c2ccc3nc(CCc4ccccc4)oc3c2)cc(OC)c1OC
    -18% | 3% | .
O=C(Nc1ccc(Cl)cc1)c1ccc2nsnc2c1
    5% | 5% | 9%
COc1ccccc1N1CCN(C(=O)c2coc(=O)c(Br)c2)CC1
    7% | 2% | 25%
CC(=O)Nc1cccc(-n2nnc(SCC(=O)c3ccccc3)n2)c1
    10% | 3% | 1%
CCN(CC)CCNC(=O)c1ccc(NC(=O)C2CCN(c3ncnc4sc(C)c(C)c34)CC2)cc1
    -4% | 4% | -17%
CCCCNC(=O)Cn1cnc2ccc(S(=O)(=O)N3CCC(C)CC3)cc2c1=O
    4% | 3% | 5%
COc1ccc(C)cc1NC(=O)CSc1nnc(-c2ccc(Br)cc2)o1
    10% | 0% | 16%
O=C(Nc1cccc(Cl)c1)NC1CCCCC1
    -13% | 8% | 6%
COc1ccc(-n2c(SC3CCOC3=O)nc3ccccc3c2=O)cc1OC (stereo not drawn)
    0% | 1% | 3%
O=C(NCc1ccccc1)c1cc2ccccc2o1
    -9%&13% | 7%&-9% | 6%
Cc1cc(NC(=O)Nc2nnc(N(C)Cc3ccccc3)s2)ccc1Br
    -16% | 3% | .
COc1ccc(CNc2nc3ccccc3n2CCN2CCOCC2)cc1
    7% | 2%[56.1 µM] | -2%
COC(=O)c1scc(C)c1NC(=O)c1cccc(C#N)c1
    -1% | . | 2%
Cc1cc(Cl)ccc1NC(=O)CN1CCN(C(=O)c2ccco2)CC1
    15% | . | 0%
CN(Cc1cccc(F)c1)C(=O)c1ccc(S(=O)(=O)C(F)F)cc1
    6% | 4% | 10%
Cc1cc(Cl)ccc1NC(=O)Cn1nnc2sc(-c3ccccc3)cc2c1=O
    30% | 0% | .
Nc1[nH]n2c(=O)cc(-c3ccccc3)nc2c1N=Nc1ccc2c(c1)OCO2
    . | 3% | 21%
CCCCSCCCNC(=O)C1CCN(Cc2nc(-c3cccc(Br)c3)oc2C)CC1
    11% | 7% | .
CCCCCCCCCC(=O)NNC(=O)c1c(O)c2ccccc2n(CC)c1=O
    3% | 6% | 2%
O=C(/C=C/c1cccc([N+](=O)[O-])c1)c1cccs1
    -4% | 0% | -2%
C=C(NC(=O)C(=C)NC(=O)c1csc(C2=N[C@@H]3c4csc(n4)[C@@H]4NC(=O)c5csc(n5)[C@@H]([C@](C)(O)[C@H](C)O)NC(=O)[C@@H]5CSC(=N5)/C(=C/C)NC(=O)[C@@H]([C@H](C)O)NC(=O)c5csc(n5)[C@]3(CC2)NC(=O)[C@@H](C)NC(=O)C(=C)NC(=O)[C@@H](C)NC(=O)[C@@H]([C@@H](C)CC)N[C@H]2C=Cc3c([C@H](C)O)cc(nc3[C@@H]2O)C(=O)O[C@H]4C)n1)C(N)=O
    . | 13%[21 µM] | 8%[21.6 µM]
CN(C)C1=NC[C@H](Cc2ccccc2)N1CC1CCCCC1
    4% | -2% | -3%
CC(=O)C1=C(c2ccccc2)OC(N)=C(C#N)C1c1ccccc1F (stereo not drawn)
    -1% | 0% | 9%
Cc1ccc(NS(=O)(=O)c2cccc(C(=O)NC3CC3)c2)c(C)c1
    15% | 0% | .
O=C(NCc1ccc(Cl)cc1)c1nccnc1CO
    8% | . | 7%
CCOc1ccc(OCC)c(NC(=O)C2CCCN(S(=O)(=O)c3c(C)noc3C)C2)c1 (stereo not drawn)
    7% | 0% | 2%
CS(=O)(=O)N(CC(=O)NCc1ccncc1)c1ccc(F)c(Cl)c1
    14% | 2% | -11%
CCc1nnc(N/N=C/c2ccc(-c3ccc([N+](=O)[O-])cc3)o2)n1N
    -23% | 9% | -13%
CN(C)c1ccc(C(CNS(=O)(=O)c2ccc(F)cc2F)N2CCOCC2)cc1 (stereo not drawn)
    7% | 6% | .
Cc1c(Cl)cccc1NC(=O)c1cc2sccc2n1Cc1ccc(F)cc1
    -1% | 6% | .
Cc1ccc(S(=O)(=O)N2CCCCC2)cc1C(=O)NC1CC(C)(C)NC(C)(C)C1
    -5% | -5%[0.505 µM] | 0%
COc1ccc(S(=O)(=O)N2CCCC2CNC(=O)c2cccc(OC)c2)cc1 (stereo not drawn)
    4% | -3% | 4%
O=C(Nc1ccccc1F)c1ccccc1-c1ccccc1
    -5% | -1% | -9%
Cc1nnc(SCc2ccccc2Cl)n(N)c1=O
    -9% | 7% | 6%
Cc1ccc(NC(=O)CSc2nc(O)cc(=O)n2C)cc1
    ? | ? | -23%[12.8 µM]
Cc1ccc(C)c(C(=O)CCC(=O)N2CCN(c3cccc(C(F)(F)F)c3)CC2)c1
    -4% | -5% | .
CCc1noc(C)c1C(=O)NNC(=O)COc1ccc(C)cc1
    -2% | 1% | 2%

Complete entries, looked up by structure:
CCc1noc(C)c1C(=O)NNC(=O)COc1ccc(C)cc1 in the list: FEN1 inh: -2%; TDP1 block: 1%; N370S GC mod: 2%
Cc1ccc(C)c(C(=O)CCC(=O)N2CCN(c3cccc(C(F)(F)F)c3)CC2)c1 in the list: FEN1 inh: -4%; TDP1 block: -5%; N370S GC mod: .
Cc1ccc(NC(=O)CSc2nc(O)cc(=O)n2C)cc1 in the list: FEN1 inh: ?; TDP1 block: ?; N370S GC mod: -23%[12.8 µM]

(cont.)
The line under a structure holds: FEN1 inh | TDP1 block | N370S GC mod
COC(=O)c1sccc1NC(=S)Nc1cc(C)cc(C)c1
    5% | 3% | -4%
C=CCNC(=S)N1CCN(CCN=CC2=C(O)CC(c3ccco3)CC2=O)CC1 (stereo not drawn)
    -3% | 3% | 6%
O=C(O)CC/C(=N\Nc1ccc([N+](=O)[O-])cc1)c1ccccc1
    -9% | 6% | -5%
CC(=O)c1c(C)[nH]c(C(=O)OCC(=O)NCCc2ccc(F)cc2)c1C
    -3% | 2% | -14%
c1ccc2c(c1)CCN(c1nc(CN3CCOCC3)nc3sc4c(c13)CCCC4)C2
    -20% | 11% | -3%
COc1cccc(C(=O)C[n+]2ccccc2/C=N/O)c1
    -2% | 13% | -18%
O=C(O)c1cc(-c2ccc(O)cc2)nc2ccccc12
    . | 3% | 3%
CCOC(=O)/C(C(=O)Nc1ccc(Br)cc1)=C1/NC(C)(C)Cc2ccccc21
    -11% | 8% | -6%
